High-throughput results: PubChem BioAssay, several laboratories
S1P4 ag – activates the human S1P4 receptor; O95977; S1P4-expressing cell line, agonist reporter assay; 220,000 compounds, 0.35% hits; activation, % at 4.98 µM; in the data active means activation above about 11%;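 further: 0% = DMSO vehicle and 100% = reference agonist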
Target sequence (O95977 whole entry, looked up): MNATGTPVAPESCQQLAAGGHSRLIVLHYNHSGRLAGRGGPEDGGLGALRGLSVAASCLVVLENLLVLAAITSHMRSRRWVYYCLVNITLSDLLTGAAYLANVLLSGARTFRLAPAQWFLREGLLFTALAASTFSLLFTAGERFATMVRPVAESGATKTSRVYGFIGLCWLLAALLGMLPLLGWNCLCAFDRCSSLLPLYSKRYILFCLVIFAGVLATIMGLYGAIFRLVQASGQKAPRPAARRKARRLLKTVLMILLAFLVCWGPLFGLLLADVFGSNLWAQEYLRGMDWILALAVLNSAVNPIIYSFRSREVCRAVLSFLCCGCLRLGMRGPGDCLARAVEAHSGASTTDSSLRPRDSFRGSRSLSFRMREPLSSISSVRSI
MDM2 E3 inh – Mdm2 E3 ligase (human) inhibition. Q00987. cell-based MDM2 ubiquitination luciferase reporter, 2 h; 0 = plate control, 100 = twice control, blank-subtracted. signal enhancement, % at 5 µM. 210,000 compounds, 0.11% hits. AID 1230;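 active means signal enhancement of 30% or more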;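 further: luminescence tracks abundance of the self-degrading MDM2-luciferase fusion protein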
Target sequence (Q00987 whole entry, looked up, the tested form may be a part): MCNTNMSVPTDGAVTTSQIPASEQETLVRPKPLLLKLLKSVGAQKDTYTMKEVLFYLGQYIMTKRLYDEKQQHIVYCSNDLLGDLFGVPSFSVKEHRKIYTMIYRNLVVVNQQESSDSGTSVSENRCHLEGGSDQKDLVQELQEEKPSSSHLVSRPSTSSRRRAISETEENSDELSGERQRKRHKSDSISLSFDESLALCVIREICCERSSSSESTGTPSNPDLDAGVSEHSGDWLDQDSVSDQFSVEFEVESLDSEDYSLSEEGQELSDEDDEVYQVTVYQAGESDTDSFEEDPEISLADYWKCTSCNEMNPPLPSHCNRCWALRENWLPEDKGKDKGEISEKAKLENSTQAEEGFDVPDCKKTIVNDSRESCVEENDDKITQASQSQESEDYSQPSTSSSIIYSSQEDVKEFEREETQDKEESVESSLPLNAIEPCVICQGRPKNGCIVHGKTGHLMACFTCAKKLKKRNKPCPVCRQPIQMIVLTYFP
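Material: stable MDM2–luciferase fusion reporter cells / Quantity: 2000 cells/well / Dosing: single 5 µM compound dose, 0.2% final DMSO / Buffer or medium: DMEM / Schedule: 4 h cell settling then 2 h compound exposure, 37 °C / Detection: luminescence with SteadyLite reagent, 15 min at room temperature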
Ba/F3 V617F tox – lowers viability of Ba/F3 cells expressing EpoR and JAK2V617F. ATP luminescence. inhibition, % at 5.6 µM. 220,000 compounds, 1.1% hits. AID 1446;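 active means inhibition above the campaign mean plus 3 SD over all tested compounds, cut at about 24% in these data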;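 further: cytokine-independent growth of Ba/F3 cells driven by EpoR plus mutant JAK2; 0% = DMSO-treated cells and 100% = JAK inhibitor I control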
NPY-Y2 PAM-ag – human NPY-Y2 potentiation or agonism, primary screen; activation, % at 3.6 µM; 220,000 compounds, 0.45% hits; cells expressing NPY-Y2, potentiator/agonist read-out; in the data active means activation above about 27%;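 further: cells stimulated with NPY near EC25 plus isoproterenol at EC100; 0% = vehicle plus submaximal agonist and 100% = vehicle plus saturating agonist; some results beyond the cut were filed as inactive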
S1P4 antagonist – antagonists of human S1P4 receptor. O95977. S1P4-expressing cells, antagonist mode, reporter read-out. inhibition, % at 4.98 µM. 220,000 compounds, 0.26% hits; in the data active means inhibition above about 29%;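 further: 0% = wells stimulated with agonist and 100% = vehicle wells without agonist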
eIF4E-4G inh – eIF4E/eIF4G interaction inhibition in translation initiation; TR-FRET eIF4E-eIF4GI(517-606) binding, 2 h; inhibition, % at 21.7 µM; 220,000 compounds, 0.37% hits; AID 782;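 active means inhibition above about 30%, limit read from the data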;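 further: 0% = full FRET control wells and 100% = background wells lacking eIF4GI fragment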
BaF3 parental – parental Ba/F3 viability inhibition as JAK2V617F counter-screen; CellTiter-Glo ATP luminescence; inhibition, % at 5.6 µM; 220,000 compounds, 1.1% hits; AID 1486;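 active means inhibition above a per-campaign cutoff, the mean inhibition of all tested compounds plus 3 SD, cut at about 27% in these data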;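 further: 0% = DMSO wells and 100% = JAK Inhibitor I control wells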
PERK inh – human PERK inhibition, primary cell-based screen. Q9NZJ5. CHO PERK-DD fusion, SEAP luminescence translation reporter. inhibition, % at 5.6 µM. 220,000 compounds, 0.17% hits;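 active means inhibition above the mean inhibition of all tested compounds plus 3 SD, set separately per screening campaign, cut at about 2.9% in these data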;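 further: PERK kinase domain activated by AP20187 dimerizer at 100 nM; 0% = DMSO with dimerizer and 100% = rapamycin at 8.4 µM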
Wee1 degr inh – inhibitors of human Wee1 degradation. P30291. HeLa Luc-Wee1K328M stability, luciferase luminescence; 100% = proteasome inhibitor MG132 effect. reporter increase, % at 5 µM. 220,000 compounds, 1.2% hits;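 active means activation above the mean of all tested compounds plus 3 SD, set per screening run, cut at about 8.8% in these data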;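 further: cells exposed to compound for 20 h before luminescence read; 0% = DMSO alone and 100% = MG132 at 30 µM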
Starred values were filed as active, the others as inactive; / = not tested or not shown; [ ] = dose if it differs, or a comment.

Compound	S1P4 ag	MDM2 E3 inh	Ba/F3 V617F tox	NPY-Y2 PAM-ag	S1P4 antagonist	eIF4E-4G inh	BaF3 parental	PERK inh	Wee1 degr inh
CC(NC(=O)NCC1CCCO1)(C(F)(F)F)C(F)(F)F (centres undefined)	-1.1	1.3	0.7	-1.0	-9.8	6.2	2.9	0.3	-0.4
CC(C)(C)c1nc(CN2CCOCC2)ccc1O	-1.2	-1.3	-2.4	-7.7	-18.5	6.4	2.0	0.9	-2.7
Cc1cc(C)nc(NS(=O)(=O)c2ccc(NC(=O)C3CC(=O)N(c4ccccc4)C3)cc2)n1 (centres undefined)	1.2	-24.1	-2.4	7.7	-7.2	-7.6	-3.2	0.1	-2.0
COc1ccc(CN(C(=S)Nc2ccccc2)C2CC(=O)N(c3ccc(F)cc3)C2=O)cc1 (centres undefined)	-2.5	0.5	1.6	18.9	8.6	11.0[fluorescence artefact?]	4.0	-0.7	-1.7
Cc1cccc2sc(NNC(=O)c3ccc(S(=O)(=O)N4CCc5ccccc5C4)cc3)nc12	0.7	/	-0.7	11.1	5.0	3.8	6.2	0.6	-0.6
Cc1ccc(C(=O)CSc2nnc(-c3ccncc3)n2C)cc1	1.9	-1.2	-0.4	1.6	-19.5	2.8	2.0	1.4	-3.0
COc1ccc(-c2cc(CNS(=O)(=O)c3ccc(F)cc3)on2)cc1	2.0	-14.1	-1.0	-0.6	-7.0	-1.1	7.0	1.7	0.4
COc1ccc(/C=N/NC(=O)c2cccc([N+](=O)[O-])c2)cc1O	1.6	-16.8	1.4	8.6	-13.8	2.4	2.5	0.8	-1.5
Cc1cc(NC(=O)CCCC(=O)NCc2cccs2)no1	1.8	-8.8	-3.9	1.7	-15.2	2.1	2.7	1.1	2.6
Cn1c(N)c(C(=O)COC(=O)CSc2ccccc2)c(=O)n(C)c1=O	2.8	-2.7	3.7	-5.8	-5.0	2.2	8.5	1.6	0.4
COc1ccc(C2CC(c3ccccc3)=NN2C(=O)COC(=O)c2cc(S(=O)(=O)N3CCOCC3)ccc2F)cc1 (centres undefined)	1.5	-12.4	-4.8	3.4	-8.1	-6.4[fluorescence artefact?]	4.1	-0.3	0.0
Cc1cc(C(=O)N/N=C/c2cccs2)no1	2.0	-11.5	-4.7	2.9	-19.2	-6.8	4.8	1.1	-3.9
Cc1cccn2c(=O)c(/C=C(\C#N)C(=O)NCc3ccccc3)c(N3CCC(C(N)=O)CC3)nc12	1.5	-5.3	2.9	-0.9	-2.7	0.7	1.3	-0.9	3.6
CS(=O)(=O)c1ccc2nc(NC3(C(F)(F)F)N=C4SCCN4C3=O)sc2c1 (centres undefined)	4.7	-2.5	2.8	-11.4	12.0	1.7	7.6	-0.2	-1.1
CCN1CCn2c3c(c4cc(Br)ccc42)CCCC31 (centres undefined)	-0.4	/	3.4	-1.8	-3.6	/	26.2	-0.4	-2.7
COc1ccc(/C=N/NC(=O)CC(=O)NC2CCCCC2)cc1	1.0	-5.6	-3.8	-0.3	-16.1	0.6	1.9	-0.6	6.3
Cc1cc(C)cc(NCc2cc3c(cc2[N+](=O)[O-])OCO3)c1	-2.4	-31.5	3.2	-4.1	5.8	15.0[fluorescence artefact?]	8.3	0.4	-2.4
Cc1ccc(Nc2nc(C)c(CCC(C)C)c(=O)[nH]2)cc1	0.9	-9.1	1.8	9.4	-25.1	3.7[fluorescence artefact?]	5.1	-0.3	-0.6
Cc1ccc(C2CC(c3ccccc3)=NN2C(=O)CSc2nnc(-c3ccncc3)n2C)o1 (centres undefined)	0.4	-22.3	5.8	-2.2	-8.5	0.2	11.3	-0.6	-0.5
CC1(C)CC(=O)C2=C(C1)N(Cc1cccnc1)C(=O)C2(NC(=O)c1cccnc1)C(F)(F)F (centres undefined)	-1.4	-12.9	-1.3	1.5	-9.9	-6.8	5.4	0.9	-0.9
Cc1cc(Cl)ccc1Oc1cccc(C(=O)/C(C#N)=C/N(C)C)c1	0.5	-3.8	2.2	4.9	-7.0	6.7	6.4	-0.3	3.5
CSc1ncccc1C(=O)OCC(=O)c1cc2ccccc2o1	-0.8	4.9	0.4	10.5	6.5	-14.9	5.6	0.9	-3.2
O=C(/C=C/c1ccncc1)c1cc(Cl)ccc1O	-0.8	-14.5	-1.1	8.9	4.5	4.0	-0.2	-0.2	-1.9
CCOCCCN(C(=O)c1ccco1)C(C(=O)NC1CCCC1)c1cccc(OC)c1OC (centres undefined)	0.7	-6.6	-3.0	-3.0	6.6	-0.3	0.0	-1.6	-1.8
O=S(=O)(NCc1ccco1)N1CCOCC1	-0.8	-1.3	0.3	-10.7	-19.4	1.1	1.4	1.9	-1.4
C[C@@H]1CN(C(=O)c2nc3ccc(Cl)cn3c2CNCC[C@@H]2C[C@@H]3C=C[C@H]2C3)C[C@H](C)O1	1.6	-9.8	-0.3	-16.4	-21.8	1.0	4.8	-0.3	-0.2
COC(=O)c1ccccc1NC(=O)c1ccc(COc2ccc(C)c(C)c2)o1	2.3	-7.9	0.4	4.8	-3.7	-5.2	-1.4	0.2	0.1
CCN1CCN(CC(=O)Nc2cc(C)c(C)cc2[N+](=O)[O-])CC1	-1.0	-9.5	-1.2	6.5	3.7	2.9[fluorescence artefact?]	0.5	-0.1	-0.2
CN(c1ccccc1)S(=O)(=O)c1cccc(NC(=O)c2cncc(Br)c2)c1	0.9	/	-1.7	-15.5	-8.5	-10.5	-3.1	0.0	-1.5
O=C(NCCc1ccccc1)C(c1ccccc1)N(C(=O)c1csnn1)C1CC1 (centres undefined)	-0.5	4.7	-2.7	4.1	14.2	-0.3	11.1	-0.3	-2.9
O=P(COCCOCCOCP(=O)(c1ccccc1)c1ccccc1)(c1ccccc1)c1ccccc1	1.3	3.5	-1.7	-1.9	-8.5	1.2	3.1	0.2	-1.1
COc1ccc(-c2nc(CSCC(=O)NC3CCCc4ccccc43)c(C)o2)cc1OC (centres undefined)	1.6	/	-0.5	-16.9	11.1	-1.7	5.0	-2.0	0.9
CC(C)C(=O)OC1CCS(=O)(=O)c2sccc21 (centres undefined)	0.3	-3.0	-2.1	-8.3	-4.6	3.0	4.9	1.5	2.2
O=C(CSc1nc2nc(-c3cccs3)cc(C(F)(F)F)c2c(=O)[nH]1)NCc1ccco1	3.5	-9.2	1.2	6.8	-19.7	17.9	3.1	0.6	-2.4
CC(NC(=O)C1CCC(CNc2c(N3CCCCC3)c(=O)c2=O)CC1)c1ccccc1 (centres undefined)	-0.7	/	-2.0	4.8	2.0	-2.4	-5.6	2.0	-0.4
COc1ccc(N(CC(=O)NC2CCCCC2)C(=O)CNC(=O)c2ccco2)cc1	0.8	-4.0	0.0	-1.6	2.8	-0.1	1.9	-0.2	-1.2
CCS(=O)c1scc(-c2ccc(Cl)cc2)c1C#N (centres undefined)	-0.6	-5.7	0.4	9.0	-3.9	2.5	0.1	1.5	2.5
Cc1cc(C)n(Cc2ccc(NC(=O)c3ccc(COc4ccccc4Br)cc3)cc2)n1	-0.8	-21.1	4.2	17.1	-19.1	-3.0	13.5	-1.7	1.5
COc1ccc(OC)c(C2C(C(C)=O)=C(O)C(=O)N2CCC(=O)O)c1 (centres undefined)	-2.8	-1.2	-3.9	14.5	-19.9	2.6	-1.8	0.8	3.8
CCC(C)NC(=O)c1ccc(C2SCC(=O)N2Cc2ccccc2)cc1 (centres undefined)	0.5	-14.9	2.5	4.1	-14.2	0.8	6.8	-0.2	0.4

Looked up by structure from above:
Compound	S1P4 ag	MDM2 E3 inh	Ba/F3 V617F tox	NPY-Y2 PAM-ag	S1P4 antagonist	eIF4E-4G inh	BaF3 parental	PERK inh	Wee1 degr inh
O=C(CSc1nc2nc(-c3cccs3)cc(C(F)(F)F)c2c(=O)[nH]1)NCc1ccco1	3.5	-9.2	1.2	6.8	-19.7	17.9	3.1	0.6	-2.4
CC(NC(=O)C1CCC(CNc2c(N3CCCCC3)c(=O)c2=O)CC1)c1ccccc1 (centres undefined)	-0.7	/	-2.0	4.8	2.0	-2.4	-5.6	2.0	-0.4

The listing continues:
Compound	S1P4 ag	MDM2 E3 inh	Ba/F3 V617F tox	NPY-Y2 PAM-ag	S1P4 antagonist	eIF4E-4G inh	BaF3 parental	PERK inh	Wee1 degr inh
Oc1ccc(Br)cc1-c1cc(-c2ccccc2)n[nH]1	-0.1	/	-1.4	19.3	7.8	5.5	5.4	0.5	0.8
COc1ccc(/C(N)=N/OC(=O)CCCN2C(=O)c3ccccc3C2=O)cc1OC	0.9	-6.3	-0.1	2.3	-13.6	1.0	5.3	1.8	1.8
COc1ccc(NC(=O)c2cc3c(=O)n(C)c4ccccc4c3n2C)cc1Cl	-0.1	0.1	-4.7	-2.9	9.4	-12.7	-1.5	-0.2	0.6
CSc1nc(N(CCO)CCO)c2sc3nc(-c4ccco4)c4c(c3c2n1)CCC4	-1.4	-16.6	-1.0	14.4	-8.9	9.0[fluorescence artefact?]	8.2	1.3	-1.5
CC(=O)Nc1c(F)cc(Br)cc1F	-0.1	-3.8	-1.2	6.8	3.0	-6.0	-2.4	2.7	5.1
CCCCn1c(SCC(=O)N2CCC(C(=O)OCC)CC2)nc2cc(S(N)(=O)=O)ccc21	0.1	3.6	2.0	-7.4	-12.5	-0.7	5.9	-0.1	-1.9
O=C(CSc1nc2c(c(=O)n1-c1ccc(Cl)cc1)SCC2)N1CCOCC1	-1.7	-4.3	2.7	-3.6	-3.8	-1.2	3.2	-1.3	0.5
COC(=O)Nc1nc(-c2ccccc2)c(C(=O)c2ccccc2)s1	-4.2	-9.2	79.6*	-21.4	26.3	-1.7	78.3*	-0.4	-2.6
CCSc1nnc(NC(=O)CN2C(=O)C3CC=CCC3C2=O)s1 (centres undefined)	-0.8	-5.6	-3.0	10.3	-3.4	1.1	3.6	0.8	0.1
Fc1cc(F)c2nc(Nc3nc4cc5c(cc4s3)OCO5)sc2c1	0.7	1.9	-4.2	-12.0	-20.8	4.0	2.2	0.9	0.1
Cc1ccc(C(=O)Nc2cccc(C(=O)O)c2)cc1S(=O)(=O)N1CCCCC1	0.3	-13.7	-4.1	-7.3	-31.4	5.8	2.2	0.7	0.2
O=C(COC(=O)CNC(=O)c1sc2ccccc2c1Cl)Nc1cc(Cl)cc(Cl)c1	2.5	-11.9	7.1	-3.6	-1.4	1.0	9.6	0.9	2.0
CC1(NC(=O)C23CC4CC(CC(C4)C2)C3)CCS(=O)(=O)C1 (centres undefined)	0.5	18.7	-1.6	17.9	-4.5	-0.8	7.6	-0.2	-1.0
Cn1nc(-c2ccc(Cl)cc2)nc2c(=O)n(C)c(=O)nc1-2	-9.2	-43.4	94.9*	-16.1	89.6*	0.9	85.4*	-0.2	-4.8
CCSc1nc(=S)cc(C)[nH]1	-0.3	-7.8	3.4	-9.8	7.8	-2.6	-6.4	1.2	5.7
CC(C)NC(=S)NC(=O)/C=C/c1ccc(F)cc1	0.6	-0.8	4.9	-5.8	-21.8	-27.7[fluorescence artefact?]	4.0	0.1	-2.2
COc1ccc(C)c2sc(NNC(=O)COc3ccccc3)nc12	0.1	-16.8	0.1	-5.8	-0.9	-1.9	8.0	0.1	2.4
CN(C)CCCNc1nc(-c2ccccc2)nc2ccccc12	0.7	-13.7	5.2	-19.3	4.8	-1.8	5.2	-0.9	7.4
